PREPL inh = human PREPL enzyme inhibition | Q4J6C6 | recombinant PREPL, fluorescence polarization activity-based probe | inhibition, % at 5.96 µM | actives 0.68% (n = 320,000) | AID 2751; in the data active means inhibition above about 43%;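 further: 0% = enzyme with DMSO and 100% = wells lacking enzyme; many of its hits are not listed in these tables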
PAD4 FP inh = blocks human protein arginine deiminase 4; Q9UM07; recombinant PAD4, RCA probe fluorescence polarization; inhibition, % at 6.36 µM; actives 0.41% (n = 330,000); AID 485272;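 active means percent inhibition above a cutoff equal to the mean of all tested compounds plus 3 SD, cut at about 15% in these data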;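 further: 0% = PAD4 with RCA probe and DMSO and 100% = probe without PAD4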
PAFAH1B2 FP inh = blocks human PAF acetylhydrolase 1b catalytic subunit 2. P68402. inhibition, % at 3.39 µM. actives 1.2% (n = 340,000). recombinant PAFAH1B2, FP-rhodamine activity probe, fluorescence polarization;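 active means inhibition above the mean of all tested compounds plus 3 SD, cut at about 24% in these data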;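 further: 0% = enzyme with DMSO and 100% = wells lacking PAFAH1B2; many of its hits are not listed in these tables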
Target sequence (P68402 whole entry, looked up): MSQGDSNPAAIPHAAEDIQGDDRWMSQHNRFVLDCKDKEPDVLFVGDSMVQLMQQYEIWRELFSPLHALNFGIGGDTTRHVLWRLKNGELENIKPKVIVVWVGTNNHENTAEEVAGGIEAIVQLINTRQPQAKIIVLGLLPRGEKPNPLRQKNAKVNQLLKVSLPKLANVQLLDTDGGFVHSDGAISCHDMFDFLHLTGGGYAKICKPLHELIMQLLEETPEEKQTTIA
GSTO1 counter = counter-screen for RBBP9 inhibitors: inhibitors of human GSTO1. P78417. recombinant GSTO1, activity-based probe fluorescence polarization. inhibition, % at 5.96 µM. actives 1.1% (n = 300,000);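 active means inhibition above the campaign mean inhibition plus 3 SD, cut at about 35% in these data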;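 further: 0% = GSTO1-1 with DMSO and 100% = wells lacking GSTO1-1 enzyme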
Target sequence (P78417 whole entry, looked up): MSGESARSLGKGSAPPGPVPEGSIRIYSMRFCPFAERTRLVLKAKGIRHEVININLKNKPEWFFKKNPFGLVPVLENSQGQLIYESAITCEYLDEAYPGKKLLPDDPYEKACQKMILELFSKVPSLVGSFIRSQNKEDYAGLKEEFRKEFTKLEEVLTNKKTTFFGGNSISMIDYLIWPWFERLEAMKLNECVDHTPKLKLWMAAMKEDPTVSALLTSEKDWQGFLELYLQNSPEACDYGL
LYPLA1 counter = LYPLA1 (human) inhibition in PME1 counter-screen; AID 2174; actives 0.16% (n = 320,000); inhibition, % at 5.9 µM; O75608; recombinant LYPLA1, FP-Rh probe fluorescence polarization;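 active means inhibition above the mean of all tested compounds plus 3 SD, set per campaign, cut at about 14% in these data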;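 further: inhibitors block serine hydrolase probe labeling of LYPLA1 so polarization falls; 0% = enzyme with DMSO and 100% = wells lacking LYPLA1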
pPAFAH inh = pPAFAH (human) enzyme inhibition. Q13093. recombinant pPAFAH, FP-rhodamine probe fluorescence polarization. inhibition, % at 3.39 µM. actives 1.5% (n = 330,000). AID 463082;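 active means inhibition above the mean inhibition across the screen plus 3 SD, cut at about 25% in these data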;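 further: inhibitors block binding of the rhodamine activity-based probe so polarization drops; 0% = enzyme with DMSO and 100% = wells lacking pPAFAH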
PAFAH1B3 inh = inhibitors of human PAFAH1B3; Q15102; recombinant PAFAH1B3, FP-rhodamine probe, fluorescence polarization; inhibition, % at 3.39 µM; actives 0.28% (n = 340,000); AID 492972;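 active means inhibition above the screen-wide average of all tested compounds plus 3 SD, cut at about 25% in these data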;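 further: 0% = enzyme with DMSO only and 100% = wells lacking PAFAH1B3 protein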
Target sequence (Q15102 whole entry, looked up): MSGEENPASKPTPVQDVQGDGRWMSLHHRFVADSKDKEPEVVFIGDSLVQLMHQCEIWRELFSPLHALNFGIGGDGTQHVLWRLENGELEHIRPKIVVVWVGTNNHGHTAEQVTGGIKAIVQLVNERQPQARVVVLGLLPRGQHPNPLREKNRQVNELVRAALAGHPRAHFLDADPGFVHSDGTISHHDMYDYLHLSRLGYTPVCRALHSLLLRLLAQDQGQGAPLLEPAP
LYPLA2 counter = blocks human lysophospholipase 2, a PME1 counter-screen | inhibition, % at 5.9 µM | AID 2177 | actives 0.38% (n = 320,000) | O95372 | recombinant LYPLA2, FP-Rh probe fluorescence polarization;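 active means inhibition above the screen-wide mean plus 3 SD, limit set per campaign, cut at about 26% in these data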;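 further: 0% = LYPLA2 with DMSO and 100% = wells lacking LYPLA2 enzyme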
Target sequence (O95372 whole entry, looked up): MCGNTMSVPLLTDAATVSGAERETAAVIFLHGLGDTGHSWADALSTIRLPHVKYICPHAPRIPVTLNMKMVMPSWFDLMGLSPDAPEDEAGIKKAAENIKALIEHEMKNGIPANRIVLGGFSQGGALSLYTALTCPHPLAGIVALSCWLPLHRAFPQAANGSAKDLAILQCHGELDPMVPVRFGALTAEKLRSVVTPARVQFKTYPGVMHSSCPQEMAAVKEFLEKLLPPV
PAFAH2 FP inh = PAFAH2 (human) inhibition; Q99487; inhibition, % at 3.39 µM; recombinant PAFAH2, FP-rhodamine activity probe, fluorescence polarization; actives 0.99% (n = 340,000);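 active means inhibition above the mean over all tested compounds plus 3 SD, cut at about 30% in these data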;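 further: inhibitors block probe labeling of enzyme so polarization drops; 0% = enzyme with DMSO and 100% = wells lacking PAFAH2 protein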
* marks the source's active call; other numbers are inactive results. These rows are one share of the data (hit frequency here may not be typical).

Results for CCN1C(=O)[C@@H]2[C@@H](c3ccc(-c4ccc(F)cc4)c(OC)c3)N3CCCC[C@@]3(C(=O)OC)[C@@H]2C1=O ?
PREPL inh: 13; PAD4 FP inh: 0; PAFAH1B2 FP inh: 8; GSTO1 counter: -1; LYPLA1 counter: -4; pPAFAH inh: 4; PAFAH1B3 inh: 0; LYPLA2 counter: -3; PAFAH2 FP inh: -4

What do the screens show for `Cc1noc(C)c1C(=O)OCC(=O)Nc1cc(Cl)ccc1Oc1ccccc1`?
PREPL inh: -2; PAD4 FP inh: -3; PAFAH1B2 FP inh: 6; GSTO1 counter: 3; LYPLA1 counter: -1; pPAFAH inh: 13; PAFAH1B3 inh: -2; LYPLA2 counter: -9; PAFAH2 FP inh: -1

What do the screens show for `CCCCN(CC)Cc1ccc(CNC(=O)Nc2ccc(F)cc2)o1`?
PREPL inh: 10; PAD4 FP inh: 0; PAFAH1B2 FP inh: 2; GSTO1 counter: 10; LYPLA1 counter: -1; pPAFAH inh: 4; PAFAH1B3 inh: 7; LYPLA2 counter: 3; PAFAH2 FP inh: 7

Results for CC(C)(C)c1cc(NC(=O)c2ccco2)n(-c2ccccc2)n1 ?
PREPL inh: -5; PAD4 FP inh: -3; PAFAH1B2 FP inh: 4; GSTO1 counter: -1; LYPLA1 counter: -1; pPAFAH inh: 5; PAFAH1B3 inh: 7; LYPLA2 counter: 1; PAFAH2 FP inh: -3

How did Cc1cccc(/C=C2/Sc3ccc(C(=O)NCCN4CCCC4)cc3NC2=O)c1 do in these assays?
PREPL inh: 18; PAD4 FP inh: -5; PAFAH1B2 FP inh: 0; GSTO1 counter: -41; LYPLA1 counter: -9; pPAFAH inh: 9; PAFAH1B3 inh: 0; LYPLA2 counter: -10; PAFAH2 FP inh: -16

Results for CC(C)(C)NC(=O)NC(=O)CN1CCN(S(=O)(=O)c2ccc3c(c2)CCCC3)CC1 ?
PREPL inh: -4; PAD4 FP inh: -5; PAFAH1B2 FP inh: 3; GSTO1 counter: 12; LYPLA1 counter: 4; pPAFAH inh: -1; PAFAH1B3 inh: 6; LYPLA2 counter: 2; PAFAH2 FP inh: 5

Results for Cc1ccc(S(=O)(=O)NCCc2nnc3ccc(SCC(=O)Nc4nc(C)cs4)nn23)cc1 ?
PREPL inh: 1; PAD4 FP inh: -5; PAFAH1B2 FP inh: -1; GSTO1 counter: 2; LYPLA1 counter: 3; pPAFAH inh: 4; PAFAH1B3 inh: 1; LYPLA2 counter: 1; PAFAH2 FP inh: 6

Results for CCOC(=O)c1cc(NC(=O)OC)c(C)nc1C ?
PREPL inh: 23; PAD4 FP inh: 2; PAFAH1B2 FP inh: 5; GSTO1 counter: -11; LYPLA1 counter: -3; pPAFAH inh: 4; PAFAH1B3 inh: -4; LYPLA2 counter: 2; PAFAH2 FP inh: 3

What do the screens show for `Brc1ccc(NC(c2ccccc2)c2ccncc2)cc1` (configuration not stated)?
PREPL inh: 3; PAD4 FP inh: -6; PAFAH1B2 FP inh: 5; GSTO1 counter: 6; LYPLA1 counter: 1; pPAFAH inh: 1; PAFAH1B3 inh: -2; LYPLA2 counter: 5; PAFAH2 FP inh: -3

Results for COc1ccc(S(=O)(=O)N2CCN(CCc3ccccc3)CC2)c(OC)c1 ?
PREPL inh: -5; PAD4 FP inh: 1; PAFAH1B2 FP inh: 9; GSTO1 counter: 6; LYPLA1 counter: 0; pPAFAH inh: -4; PAFAH1B3 inh: 1; LYPLA2 counter: -4; PAFAH2 FP inh: 5

Results for CC(=O)N/C(=C\c1ccccc1)C(=O)OCC(=O)N1CCCCCC1 ?
PREPL inh: -1; PAD4 FP inh: -1; PAFAH1B2 FP inh: 4; GSTO1 counter: 0; LYPLA1 counter: -4; pPAFAH inh: 5; PAFAH1B3 inh: 5; LYPLA2 counter: -1; PAFAH2 FP inh: 3

How did O=C(CN1CCOCC1)Nc1ccccc1Sc1ccccc1 do in these assays?
PREPL inh: -6; PAD4 FP inh: 2; PAFAH1B2 FP inh: 1; GSTO1 counter: 3; LYPLA1 counter: 1; pPAFAH inh: 6; PAFAH1B3 inh: 7; LYPLA2 counter: 5; PAFAH2 FP inh: 12

What do the screens show for `CC[C@]1(C(=O)OC)[C@H]2C(=O)N(C)C(=O)[C@H]2[C@H]2CN=C(SCC3CC3)N21`?
PAD4 FP inh: -3; PAFAH1B2 FP inh: 3; pPAFAH inh: 1; PAFAH1B3 inh: 5; PAFAH2 FP inh: -2

How did Cc1cccc(-n2c(SCC(=O)O)nc3sc4c(c3c2=O)CCC4)c1 do in these assays?
PREPL inh: -11; PAD4 FP inh: 5; PAFAH1B2 FP inh: 6; GSTO1 counter: -37; LYPLA1 counter: 2; pPAFAH inh: 4; PAFAH1B3 inh: -3; LYPLA2 counter: 1; PAFAH2 FP inh: -5

Results for CCCCC1=CC2=CC(=O)C(C)(OC(=O)CC)C(=O)C2=CN1C1CCCC1 (configuration not stated) ?
PREPL inh: -3; PAD4 FP inh: -6; PAFAH1B2 FP inh: 4; GSTO1 counter: 4; LYPLA1 counter: 3; pPAFAH inh: 4; PAFAH1B3 inh: 1; LYPLA2 counter: 1; PAFAH2 FP inh: -2

How did O=C(CCc1nc2ccccc2s1)OCC(=O)N1CCN(C(=O)c2ccco2)CC1 do in these assays?
PREPL inh: 13; PAD4 FP inh: -1; PAFAH1B2 FP inh: -2; GSTO1 counter: 4; LYPLA1 counter: 3; pPAFAH inh: 3; PAFAH1B3 inh: 6; LYPLA2 counter: 0; PAFAH2 FP inh: -7

How did CCn1c(SCC(=O)N2CCCC(C)C2)nnc1-c1ccco1 (configuration not stated) do in these assays?
PREPL inh: 12; PAD4 FP inh: 3; PAFAH1B2 FP inh: 4; GSTO1 counter: -5; LYPLA1 counter: 0; pPAFAH inh: -3; PAFAH1B3 inh: 1; LYPLA2 counter: -1; PAFAH2 FP inh: 18

What do the screens show for `Cc1[nH]c(=O)[nH]c(=O)c1S(=O)(=O)N1CCCC(C(=O)NCc2ccc3c(c2)OCO3)C1` (configuration not stated)?
PREPL inh: 0; PAD4 FP inh: -5; GSTO1 counter: 0; LYPLA1 counter: -3; pPAFAH inh: 2; LYPLA2 counter: -2

How did CC(COc1ccc(/C=C/c2ccccc2)cc1)[N+](C)(C)C (configuration not stated) do in these assays?
PREPL inh: 4; PAD4 FP inh: 4; PAFAH1B2 FP inh: -1; GSTO1 counter: 7; LYPLA1 counter: 4; pPAFAH inh: 5; PAFAH1B3 inh: 0; LYPLA2 counter: 5; PAFAH2 FP inh: -3

What do the screens show for `c1ccc(-n2ncc3c(NCCCN4CCOCC4)ncnc32)cc1`?
PREPL inh: 10; PAD4 FP inh: 1; PAFAH1B2 FP inh: 3; GSTO1 counter: 6; LYPLA1 counter: 2; pPAFAH inh: -4; PAFAH1B3 inh: 0; LYPLA2 counter: 0; PAFAH2 FP inh: -3

Results for O=C(Nc1cccc(O)c1)c1cc(-c2ccc3c(c2)OCO3)on1 ?
PREPL inh: -9; PAD4 FP inh: 1; PAFAH1B2 FP inh: -3; GSTO1 counter: -5; LYPLA1 counter: -11; pPAFAH inh: -3; PAFAH1B3 inh: -6; LYPLA2 counter: -19; PAFAH2 FP inh: -22

How did C=CCn1c(=O)n(CCC#N)c(=O)n(CCC#N)c1=O do in these assays?
PREPL inh: 3; PAD4 FP inh: -4; PAFAH1B2 FP inh: 4; GSTO1 counter: 1; LYPLA1 counter: -4; pPAFAH inh: 4; PAFAH1B3 inh: 8; LYPLA2 counter: -10; PAFAH2 FP inh: 0

How did COc1ccc2nc(NC(=O)c3cnccn3)sc2c1 do in these assays?
PREPL inh: 6; PAD4 FP inh: -8; PAFAH1B2 FP inh: 2; GSTO1 counter: 11; LYPLA1 counter: -4; pPAFAH inh: 8; PAFAH1B3 inh: 3; LYPLA2 counter: -1; PAFAH2 FP inh: 3

How did O=S(=O)(Nc1ccc2nc(C(F)(F)F)[nH]c2c1)c1ccccc1 do in these assays?
PREPL inh: 3; PAD4 FP inh: 3; PAFAH1B2 FP inh: 7; GSTO1 counter: 13; LYPLA1 counter: -1; pPAFAH inh: 2; PAFAH1B3 inh: 8; LYPLA2 counter: 2; PAFAH2 FP inh: 4

Results for COc1ccccc1C(CNC(=O)CSc1ccc2ccccc2c1)N(C)C (configuration not stated) ?
PREPL inh: 12; PAD4 FP inh: -8; PAFAH1B2 FP inh: 4; GSTO1 counter: -2; LYPLA1 counter: 1; pPAFAH inh: 3; PAFAH1B3 inh: 2; LYPLA2 counter: -1; PAFAH2 FP inh: 2

Results for NC(=O)CC(NC(=O)Cc1ccc(Cl)cc1)c1ccc(NC2CCCCCCC2)c([N+](=O)[O-])c1 (configuration not stated) ?
PREPL inh: 5; PAD4 FP inh: 0; PAFAH1B2 FP inh: 2; GSTO1 counter: 19; LYPLA1 counter: -3; pPAFAH inh: 7; PAFAH1B3 inh: 3; LYPLA2 counter: -1; PAFAH2 FP inh: 8

Results for COc1ccc(OCC(=O)NC(CC(=O)O)c2ccc(OC)c(OC)c2)cc1 (configuration not stated) ?
PREPL inh: 13; PAD4 FP inh: 2; GSTO1 counter: 3; LYPLA1 counter: 3; pPAFAH inh: 2; LYPLA2 counter: 8

What do the screens show for `O=C(NCc1cccnc1)Nc1cccc(F)c1`?
PREPL inh: -8; PAD4 FP inh: -9; PAFAH1B2 FP inh: 3; GSTO1 counter: 2; LYPLA1 counter: -2; pPAFAH inh: -1; PAFAH1B3 inh: -2; LYPLA2 counter: -2; PAFAH2 FP inh: -2

How did C=CCNC(=O)/C(=C\c1ccc2c(c1)OCO2)NC(=O)c1ccc(Br)cc1 do in these assays?
PREPL inh: -7; PAD4 FP inh: -1; PAFAH1B2 FP inh: 2; GSTO1 counter: -2; LYPLA1 counter: -3; pPAFAH inh: 2; PAFAH1B3 inh: 4; LYPLA2 counter: 3; PAFAH2 FP inh: 1

What do the screens show for `O=C(N1CCOCC1)C12CCC3CC(CC(C3)C1)C2`?
PREPL inh: -2; PAD4 FP inh: -3; PAFAH1B2 FP inh: 19; GSTO1 counter: 3; LYPLA1 counter: -1; pPAFAH inh: 2; PAFAH1B3 inh: 5; LYPLA2 counter: 2; PAFAH2 FP inh: -1

How did CCOc1ccc(Oc2nc(Nc3ccc(C)cc3)nc(N(C)C)n2)nn1 do in these assays?
PREPL inh: 10; PAD4 FP inh: 4; PAFAH1B2 FP inh: 1; GSTO1 counter: -7; LYPLA1 counter: -3; pPAFAH inh: -2; PAFAH1B3 inh: 7; LYPLA2 counter: -7; PAFAH2 FP inh: -4

Results for N#Cc1nc(-c2cccs2)oc1NCC1CCCO1 (configuration not stated) ?
PREPL inh: -5; PAD4 FP inh: 0; PAFAH1B2 FP inh: 2; GSTO1 counter: 6; LYPLA1 counter: 2; pPAFAH inh: 8; PAFAH1B3 inh: 8; LYPLA2 counter: 5; PAFAH2 FP inh: 4

High-throughput results from PubChem.
